# SIRT5 block: inhibitors of human sirtuin-5 desuccinylase. actives 1.1% (n = 330,000). Purified SirT5, succinyl-peptide AMC, trypsin-coupled fluorescence. AID 652115. inhibition, % at 15 µM. Q9NXA8; in the data active = inhibition above about 15%; inconclusive = no clear call, values can overlap the other calls
# Target sequence (Q9NXA8 whole entry, looked up): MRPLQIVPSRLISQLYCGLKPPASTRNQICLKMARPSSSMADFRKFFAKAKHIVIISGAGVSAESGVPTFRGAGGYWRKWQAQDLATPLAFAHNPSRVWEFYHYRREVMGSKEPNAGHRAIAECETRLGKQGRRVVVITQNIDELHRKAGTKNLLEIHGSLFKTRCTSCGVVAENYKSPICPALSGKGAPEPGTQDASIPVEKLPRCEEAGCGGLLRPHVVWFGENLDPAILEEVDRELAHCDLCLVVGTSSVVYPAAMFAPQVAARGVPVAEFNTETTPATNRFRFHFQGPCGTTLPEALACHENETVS
# ERp5 inh: inhibitors of human ERp5; Q15084; ERp5 insulin aggregation, absorbance 650 nm, 90 min; inhibition, % at 9.99 µM; actives 0.05% (n = 350,000);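 active = mean replicate inhibition above about 25%, with every replicate also reaching it, limit read from the data, passing the limit was not always enough; inconclusive = only one of those two criteria met; inactive = neither criterion met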
# Target sequence (Q15084 whole entry, looked up): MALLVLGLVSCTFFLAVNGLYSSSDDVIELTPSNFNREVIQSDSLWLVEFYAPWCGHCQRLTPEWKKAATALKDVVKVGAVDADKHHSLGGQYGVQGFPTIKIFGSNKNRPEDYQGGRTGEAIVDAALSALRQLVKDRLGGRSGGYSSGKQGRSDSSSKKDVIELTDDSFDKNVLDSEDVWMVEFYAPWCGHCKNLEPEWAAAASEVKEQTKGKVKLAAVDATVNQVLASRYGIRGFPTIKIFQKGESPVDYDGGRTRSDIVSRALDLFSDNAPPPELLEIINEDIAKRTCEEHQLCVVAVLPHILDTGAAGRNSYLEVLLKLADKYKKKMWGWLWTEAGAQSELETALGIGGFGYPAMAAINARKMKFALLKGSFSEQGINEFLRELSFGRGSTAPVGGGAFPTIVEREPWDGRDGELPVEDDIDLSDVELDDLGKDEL
# * hit, by the source's call; ? = inconclusive; & = joins results of further samples.
# Below each SMILES – SIRT5 block	ERp5 inh
> O=C(Nc1ccc(Cl)c([N+](=O)[O-])c1)c1cnccn1
 : 0	3
> CC(C)c1ccc2c(c1)C(N1CCNCC1)Cc1ccc(F)cc1S2 (stereo not drawn)
 : -2	1
> Nc1ccn([C@@H]2O[C@H](C(=O)N3CCN(CCO)CC3)[C@@H](O)[C@H]2O)c(=O)n1
 : 1	-4
> CCC(=O)N1[C@H](CO)[C@H](c2ccccc2)C12CN(C(=O)c1ccc3c(c1)OCO3)C2
 : -7	-7
> O=C(c1ccccc1F)N1CC(=O)N2[C@H](CO)[C@H](c3ccc(-c4cccnc4)cc3)[C@@H]2C1
 : -2	1
> COc1ccc(C)cc1NC(=O)N1CCCc2ccccc21
 : -1	4
> CCCN1C[C@H](C)[C@H](OC)CN(C)C(=O)c2cc(NC(=O)CC(F)(F)F)ccc2OC[C@@H]1C
 : -2	-3
> COc1ccc(NC(=O)C(c2ccnc3ccccc23)n2c(=O)c(-c3ccco3)nc3ccccc32)cc1 (stereo not drawn)
 : -1	4
> CCCCC[C@H](C)N1C[C@H](COCc2ccccc2)Oc2cc(N3CC[C@H](O)C3)ccc2S1(=O)=O
 : -2	3
> O=C(NC1CCCCC1)C1c2ccccc2OCC(=O)N1CCc1c[nH]c2ccccc12 (stereo not drawn)
 : -1	4
> CCCNC(=O)N1CC2(CN(C(=O)Cc3cccnc3)C2)c2c([nH]c3cc(OC)ccc23)[C@H]1CO
 : -2	4
> CCS(=O)(=O)N1CC2(C1)[C@H](c1ccccc1)[C@@H](CO)N2Cc1ccccn1
 : 2	1
> O=C(c1ccccc1F)N1CC(=O)N2[C@@H](CO)[C@@H](c3ccc(C#Cc4ccccc4)cc3)[C@@H]2C1
 : 0	1
> CC(=O)N1[C@@H]2c3ccc(/C=C/c4ccccc4)c(=O)n3C[C@H]1[C@H](CO)[C@H]2C(=O)N1CCOCC1
 : -174	0
> COc1ccc2c3c([nH]c2c1)[C@H](CO)N(C(C)=O)CC31CCN(C(=O)Nc2ccccc2F)CC1
 : 1	9
> Cc1cc(C)nc(N2N=C(c3ccccc3)CC2=O)n1
 : -2	2
> C=CCCC1CN(Cc2ccc(OC)cc2)S(=O)(=O)c2c(cccc2N2CCCC2)O1 (stereo not drawn)
 : -2	1
> CCCCCCCCN1C(=O)[C@H](CC(=O)NCc2cccc(C(F)(F)F)c2)C[C@@]2(C(=O)OCC)CCCC=C12
 : -2	-2
> CCC(=O)N1CC(=O)N2[C@H](CO)[C@H](c3ccc(-c4cccc(C(=O)N(C)C)c4)cc3)[C@@H]2C1
 : 1	4
> CCc1sc(N2[C@H](C#N)[C@H](c3ccccc3-c3ccc(F)cc3)[C@@H]2CO)nc1C
 : -1	2
> O=C(c1cccnc1)N1CC[C@H]2[C@H](CO)Nc3ccc(C#Cc4cccnc4)cc3[C@H]21
 : 7	0
> O=C(Nc1cccc(S(=O)(=O)NCc2ccco2)c1)c1cc(-c2ccccc2)nc2ccccc12
 : -1	2
> O=C(C[C@@H]1C=C[C@H](NC(=O)CC2CC2)[C@@H](CO)O1)NCc1ccccc1
 : -2	0
> C/C=C/c1ccc(C2[C@H]3CNC[C@@H]2N3C(=O)Nc2cccc(Cl)c2)cc1 (stereo partly drawn)
 : -2&0	0&5
> CCN1CCN(c2ccc(S(=O)(=O)N3CCCCC3)cc2NC(=O)CC(NC(C)=O)c2ccccc2)CC1 (stereo not drawn)
 : -4	3
> N#Cc1c(-c2ccc(Cl)cc2)cc(-c2cccs2)nc1SCC(=O)O
 : -2	5
> O=C(c1ccc(F)cc1)N1C[C@@H]2N[C@H](C1)C2c1ccc(-c2ccc(F)cc2)cc1 (stereo partly drawn)
 : 5&2	1&4
> Cc1ccc(S(=O)(=O)N2CCC(=O)N([C@H](COCc3ccc(C(F)(F)F)cc3)Cc3ccccc3)CC2)cc1
 : -1	-2
> O=C(/C=C/c1ccco1)N1CCCC(c2ccccc2)C1 (stereo not drawn)
 : 0	7
> Cc1cccc(N2C(=O)C3CC3C2=O)c1 (stereo not drawn)
 : 9	3

# Ordered by molecular weight (falling): some entries from above
# Below each SMILES – SIRT5 block	ERp5 inh
> CCN1CCN(c2ccc(S(=O)(=O)N3CCCCC3)cc2NC(=O)CC(NC(C)=O)c2ccccc2)CC1 (stereo not drawn)
 : -4	3
> CC(=O)N1[C@@H]2c3ccc(/C=C/c4ccccc4)c(=O)n3C[C@H]1[C@H](CO)[C@H]2C(=O)N1CCOCC1
 : -174	0
> CCc1sc(N2[C@H](C#N)[C@H](c3ccccc3-c3ccc(F)cc3)[C@@H]2CO)nc1C
 : -1	2

# (further entries)
# Below each SMILES – SIRT5 block	ERp5 inh
> O=C(C1CCCCC1)N1CC2(C1)[C@@H](c1ccccc1)[C@H](CO)N2C(=O)c1cccnc1
 : -1	1
> O=C1NC[C@H](Cc2ccccc2)N(C[C@@H]2CCCN2C[C@H](Cc2ccccc2)N2C[C@H](Cc3ccc(O)cc3)N(CCc3ccccc3)C(=O)C2=O)C1=O
 : 2	2
> COc1ccc(C2=C(c3ccccc3)OC(OC)c3cc(F)ccc32)cn1 (stereo not drawn)
 : 1	-11
> CN(C)C(=O)c1cccc(-c2ccc([C@@H]3[C@@H](CO)N4C(=O)CN(C(=O)C5CC5)C[C@H]34)cc2)c1
 : -6	7
> Cc1ccc[n+](C2=C([O-])c3ccccc3C(=O)C2=O)c1
 : 0	1
> COc1cccc(CN2CCN(Cc3nc(C(C)C)cs3)CC2CCO)c1 (stereo not drawn)
 : -2	0
> CN1CCN(c2cccc3c2S(=O)(=O)N[C@@H](Cc2ccccc2)CO3)CC1
 : 2	0
> COC(=O)C1=C(C)N(Cc2ccc(F)cc2)C(=S)NC1c1ccc(Cl)cc1 (stereo not drawn)
 : 1	0
> COc1ccccc1-c1ccc(C2[C@H]3CNC[C@@H]2N3Cc2nccs2)cc1 (stereo partly drawn)
 : -3&2	-3&-2
> C[C@H]1CN([C@@H](C)CO)C(=O)c2cccc(NC(=O)Nc3ccc(C(F)(F)F)cc3)c2O[C@@H]1CN(C)Cc1ccc(C(=O)Nc2ccccc2N)cc1
 : 5	-1
> O=S1(=O)CC(N2CCCCC2)CN1Cc1cn(Cc2ccccc2)nn1 (stereo not drawn)
 : -5	-5
> COc1ccc(C(=O)NCCNc2nc3cc(C)cc(C)c3cc2C#N)c(OC)c1
 : 4	1
> Oc1ccc2c(ccc3[nH]cnc32)c1
 : -4	6
> COc1ccc2c3c(n(C)c2c1)[C@H](CO)NCC31CN(C(=O)Nc2ccccc2F)C1
 : 1	-7
> C/C=C/c1ccc([C@@H]2[C@@H](CO)N3C(=O)CN(S(=O)(=O)c4ccccc4)C[C@@H]23)cc1
 : -1	10
> C/C=C/c1ccc([C@@H]2[C@H](CN(C)S(C)(=O)=O)N[C@@H]2CO)cc1
 : -1	1
> O=C(c1ccccc1)N1CC(=O)N2[C@H](C1)[C@@H](c1ccc(C#Cc3ccccc3)cc1)[C@@H]2CO
 : 0	1
> CNC(=O)c1c(NC(=O)c2ccc(S(=O)(=O)N3CCCC3)cc2)sc2c1CCN(C(C)C)C2
 : 1	-3
> CCn1nnnc1-c1ccc(OC)c(S(=O)(=O)Nc2ccccc2OC)c1
 : 0	1
> COc1cc(OC)cc(-c2c(Sc3ccccc3)c3cc(-c4ccc(OC)c(F)c4)ccc3n2C)c1
 : -2	0
> COc1ccc2c3c([nH]c2c1)[C@@H](CO)N(C(=O)Nc1ccc(F)cc1)CC31CN(C(=O)Nc2c(C)noc2C)C1
 : 0	-2
> CCC(=O)N1CC(=O)N2[C@H](CO)[C@@H](c3ccc(C#CC4CCCCC4)cc3)[C@@H]2C1
 : -4	3
> COC(=O)[C@]12CCCCC=C1N(CCc1ccc(OC)c(OC)c1)C(=O)[C@H](CC(=O)NCc1ccc(OC)c(OC)c1)C2
 : -3	4
> O=C(c1ccccn1)N1CC(=O)N2[C@H](C1)[C@H](c1ccc(C#CC3CCCC3)cc1)[C@@H]2CO
 : -3	7
> CCC(=O)N1CC(=O)N2[C@H](CO)[C@@H](c3ccc(-c4ccccc4C)cc3)[C@H]2C1
 : 11	-2
> CC1CCCN(c2cccc3c2S(=O)(=O)N(Cc2cccc(F)c2)[C@@H](C)[C@H](c2ccccc2)O3)C1 (stereo partly drawn)
 : -3	1
> Cc1ccccc1C(=O)NNC(=O)CN1C(=O)c2ccccc2C1=O
 : 0	3
> COc1ccc(NC(=O)N2CC(=O)N3[C@@H](CO)[C@H](c4ccc(C#CCC5CCCC5)cc4)[C@@H]3C2)cc1
 : 11	4
> COc1ccc2c3c(n(C)c2c1)[C@@H](CO)N(Cc1ccncc1)CC31CN(C(=O)C2CCC2)C1
 : 2	-14
> O=C(c1ccc(F)cc1)N1CC(=O)N2[C@H](CO)[C@@H](c3ccc(C#CCC4CCCC4)cc3)[C@@H]2C1
 : -4	6
> CCn1c(=O)cc(SCC(=O)Nc2ccc(C)cn2)c2ccccc21
 : -3	-2
> O=C1CN(Cc2ccc(F)cc2)C[C@@H]2[C@H](c3ccc(-c4cccnc4)cc3)[C@@H](CO)N12
 : -2	-2
> O=C(O)C(NS(=O)(=O)c1ccc(F)cc1)c1ccccc1 (stereo not drawn)
 : -5	1
> CC(C)c1cn([C@H]2C[C@@H]3O[C@@H](CO)CC[C@@H]3O[C@@H]2CCc2ccc(-c3ccccc3)cc2)nn1
 : 0	-4
> CC(C)(C)NC(=O)C(c1ccccc1)n1c(=O)c(-c2ccco2)nc2ccccc21 (stereo not drawn)
 : -2	-4
> COc1cc(OC)cc(-n2nnnc2SCC(=O)NCCc2ccc(OC)c(OC)c2)c1
 : 1	-3
> CCOC(=O)N1CCC(NC(=O)c2cc(C(=O)Nc3cccc(C(F)(F)F)c3)ccc2CO)CC1
 : -7	4
> CN(C)CC(=O)N[C@H]1C=C[C@H](CC(=O)O)O[C@@H]1CO
 : -3	2
> COc1ccccc1N1CCN(/N=C/c2ccc(O)c(O)c2)CC1
 : 3	-8
> NC1=NC(=O)C2(COC(c3cccc([N+](=O)[O-])c3)OC2)S1 (stereo not drawn)
 : 1	-6
> COc1cccc(/C=N/NC(=O)C(C)Sc2ccccc2)c1 (stereo not drawn)
 : -4	5
> O=C(Nc1ccccc1F)Nc1ccccc1Br
 : -1	4
> COc1ccc(-n2c(O)c(/C=N/NS(=O)(=O)c3ccc(C)c([N+](=O)[O-])c3)c3ccccc3c2=O)cc1OC
 : 2	1
> COC(=O)C1=C(C)NC(=O)/C1=C\c1cc(C)n(-c2ccccc2F)c1C
 : -3	1
> CC(C)c1csc(CN2CCCC(CCC(=O)NCc3ccccc3F)C2)n1 (stereo not drawn)
 : -4	-5

# Entries of single compounds, quoted from the list. Order of screens: SIRT5 block | ERp5 inh
# O=C(O)C(NS(=O)(=O)c1ccc(F)cc1)c1ccccc1 (stereo not drawn) is listed with -5 | 1
# CC(C)c1csc(CN2CCCC(CCC(=O)NCc3ccccc3F)C2)n1 (stereo not drawn) is listed with -4 | -5
# CCn1c(=O)cc(SCC(=O)Nc2ccc(C)cn2)c2ccccc21 is listed with -3 | -2
# CCOC(=O)N1CCC(NC(=O)c2cc(C(=O)Nc3cccc(C(F)(F)F)c3)ccc2CO)CC1 is listed with -7 | 4

# The list goes on.
# Below each SMILES – SIRT5 block	ERp5 inh
> Cc1ccc(S(=O)(=O)C[C@@H]2OC[C@H](Cc3ccccc3)N2S(=O)(=O)c2ccc(C)cc2)cc1
 : -1	1
> CCCNC(=O)N1CCC2(CC1)CN(C(=O)CC)[C@@H](CO)c1[nH]c3cc(OC)ccc3c12
 : 2	-4
> c1ccc2c(Nc3nc(N4CCOCC4)c4ccccc4n3)cccc2c1
 : 0	-2
> C[C@H]1CN([C@@H](C)CO)C(=O)c2cccc(NC(=O)CCCCCC(=O)Nc3ccccc3N)c2O[C@H]1CN(C)Cc1ccc(-c2ccccc2)cc1
 : 10	1
> Cc1cccc(C)c1-n1nnnc1C1c2ccccc2C(=O)N1CCOc1ccccc1 (stereo not drawn)
 : -6	3
> C[C@@H]1CN([C@@H](C)CO)C(=O)c2c(c3ccccc3n2C)-c2ccccc2CO[C@@H]1CN(C)C(=O)Nc1ccccc1C(F)(F)F
 : 4	-1
> CCSc1ccc(-c2ccc(C)cc2)nn1
 : -4	5
> Cc1ccc(N2C(=O)c3cccc4c(C(=O)O)ccc(c34)C2=O)cc1
 : 12	3
> CCC(=O)N1CC2(CN(C(=O)Nc3c(C)noc3C)C2)c2c([nH]c3cc(OC)ccc23)[C@@H]1CO
 : -3	-10
> Nc1nc2c(ncn2[C@@H]2O[C@H](C(=O)N[C@@H](Cc3ccccc3)C(=O)NCc3ccc4c(c3)OCO4)[C@@H](O)[C@H]2O)c(=O)[nH]1
 : -2	1
> CC(C)[C@H](NC(=O)OC(C)(C)C)c1cc(C(=O)N(C)CCN(C)C)c(N)s1
 : -5	-1
> Cc1ccc(S(=O)(=O)N2c3ccccc3OC(C(=O)OC(C)(C)C)(C(=O)OC(C)(C)C)C2CC(=O)c2ccccc2)cc1 (stereo not drawn)
 : -5	-2
> O=C1NC[C@@H](CCCCN2C[C@H](Cc3ccc(O)cc3)N(CC3CCCCC3)C(=O)C2=O)N(Cc2ccccc2)C1=O
 : 0	3
> O=C1Nc2ccccc2-c2nnnn2C1N1CCCC1 (stereo not drawn)
 : 18*	4
> O=C(Nc1ccc(F)cc1)C(CCc1ccccc1)N1CCN(CC(=O)N2CCCC2)CC1 (stereo not drawn)
 : -1	?
> COc1ccc2c3c(n(C)c2c1)[C@@H](CO)N(Cc1cccnc1)CC31CN(C(=O)NC(C)C)C1
 : 9	1
> O=C1CN(S(=O)(=O)Cc2ccccc2)C[C@@H]2[C@H](c3ccc(C#CC4CC4)cc3)[C@H](CO)N12
 : -2	-2
> C[C@H](CO)N1C[C@H](C)[C@@H](CN(C)C(=O)Nc2cccc(C(F)(F)F)c2)OCc2ccccc2-c2c(n(C)c3ccccc23)C1=O
 : 7	3
> CCOC(=O)c1ccc(NC(=O)OC[C@@H]2CSCCS(=O)(=O)N2)cc1
 : -1	3

# Screens as filed in PubChem BioAssay.

# Not all compounds are listed, so the mix of outcomes need not match the whole.
